CBFb-RUNX1 inh: blocks binding between human CBF-beta and RUNX1; AlphaScreen CBFb-His/RUNX1-biotin binding, biochemical; Potency, µM (doses to about 59.8 µM), without a hit: at the top dose activity, negative = inhibition, hits mostly inhibitors; 230,000 tested, under 10 active; note: % of control where 0% means no effect
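Proteins preincubated together for 20 min at RT before compound addition; 15 min later, nickel and streptavidin beads were added and left 90 min prior to AlphaScreen measurement.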
Tau fluor cs: counter-screen for tau fibril formation inhibitors | tau K18 P301L Alexa594 fluorescence, heparin fibrillization | Potency, µM (series often up to 57.7 µM), for the others: at the top dose activity change, negative = decrease | 0.93% of 280,000 active | AID 1463; note: potency is the fitted concentration of half-maximal effect; % is set by controls: 0 for no effect and ±100 for the full control effect; nearly all actives have a fitted effect of over 55% in size
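Human tau K18 P301L (15 uM unlabeled, 0.24 uM Alexa 594-labeled) in 100 mM sodium acetate pH 7 with 20 uM heparin, 6 hr at 37 C. ThT 30 uM added, 1 hr ambient; Alexa 594 FP and total fluorescence read at 555/632 nm.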
Tau FP inhib: tau fibrillization inhibition (FP); P10636; K18 P301L tau heparin fibrillization, Alexa594 FP, 6 h; Potency, µM (doses to about 57.7 µM), without a hit: top-dose activity, negative = inhibition, actives largely listed as inhibitors; 0.39% of 280,000 active; note: potency is the fitted concentration of half-maximal effect; % is set by controls: 0 for no effect and ±100 for the full control effect; nearly all actives have a fitted effect of over 55% in size
Target sequence (P10636 561-689 P618L limits assumed): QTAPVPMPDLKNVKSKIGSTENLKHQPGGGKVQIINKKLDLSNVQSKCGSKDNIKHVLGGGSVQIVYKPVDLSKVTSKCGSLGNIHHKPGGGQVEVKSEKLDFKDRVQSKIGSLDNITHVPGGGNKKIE
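FP of Alexa 594-tau after heparin (20 uM) induction. Substrate: human K18 P301L, 15 uM unlabeled, 0.24 uM labeled. Buffer 100 mM sodium acetate pH 7. 6 hr, 37 C.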
NPSR antag: antagonists of human neuropeptide S receptor cAMP signaling; Q6W5P4; CHO-NPSR cells, cAMP TR-FRET, antagonist mode; Potency, µM (highest dose often 38.3 µM), inactives show at the top dose activity change, negative = inhibition, most hits filed as inhibitors; 1% of 220,000 active; AID 1461; note: potency is the fitted concentration of half-maximal effect; % is set by controls: 0 for no effect and ±100 for the full control effect; nearly all actives have a fitted effect of over 50% in size; many of its hits are not listed in these tables
TRb-SRC2 inh: disrupts binding of human TR beta to SRC2 | P10828 | Potency, µM (top dose mostly 106 µM), without a hit: at the highest dose activity change, negative = inhibition, most hits filed as inhibitors | AID 1469 | 0.065% of 280,000 active | TRbeta-SRC2 peptide binding, fluorescence polarization; receptor liganded with 1 µM T3;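 note: potency is the fitted concentration of half-maximal effect; plate controls were bound peptide for no effect and peptide without receptor for full effect; nearly all actives have a fitted effect of over 50% in size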
Target sequence (P10828 whole entry, looked up): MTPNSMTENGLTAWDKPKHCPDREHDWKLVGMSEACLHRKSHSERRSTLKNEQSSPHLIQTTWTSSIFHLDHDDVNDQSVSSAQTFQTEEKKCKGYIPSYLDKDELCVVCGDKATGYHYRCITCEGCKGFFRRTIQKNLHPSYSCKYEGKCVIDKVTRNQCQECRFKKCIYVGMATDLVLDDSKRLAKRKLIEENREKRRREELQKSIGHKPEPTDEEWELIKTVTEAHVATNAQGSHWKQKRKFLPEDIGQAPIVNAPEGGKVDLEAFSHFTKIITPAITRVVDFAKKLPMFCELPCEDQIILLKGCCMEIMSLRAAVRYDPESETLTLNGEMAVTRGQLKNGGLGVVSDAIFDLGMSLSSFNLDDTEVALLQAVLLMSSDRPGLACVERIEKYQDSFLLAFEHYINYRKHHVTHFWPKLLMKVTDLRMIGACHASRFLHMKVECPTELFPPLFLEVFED
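Human TRb LBD (0.6 uM) plus Texas Red-labeled SRC2 peptide (20 nM), 1uM T3, 5% DMSO, 5 hr at ambient temperature. Decreased polarization (555/632 nm) flags inhibition; data normalized to free and bound peptide controls.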
Epigenetic reg: derepresses silenced GFP reporter in murine cells. murine LDR cells, GFP reporter derepression, 30 h. 0.2% of 280,000 active. Potency, µM (series often up to 53.9 µM), for inactives: top-dose GFP activation, hits mostly activators; note: potency is the fitted concentration of half-maximal effect; % of control where 0% means no effect; nearly all actives have a fitted effect of over 60% in size
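Murine LDR cells carrying a silenced, genomically integrated CMV-driven GFP reporter were exposed to compound for 30 hours at 37 C. After PBS washes, GFP-positive cells (20–120 um objects) were counted by laser-scanning microplate cytometry.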
aGal spleen mod: inhibitors or activators of human alpha-galactosidase in spleen homogenate; Potency, µM (titrated, usually from 80 µM), for inactives: at the top dose activity change, negative = inhibition, usual class: inhibitors; 0.008% of 240,000 active; P06280; human spleen homogenate, 4MU-alpha-Gal fluorescence, 40 min;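 note: potency is the fitted concentration of half-maximal effect; 0% = enzyme with vehicle and -100% = no enzyme basal signal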
Target sequence (P06280 32-429 limits assumed): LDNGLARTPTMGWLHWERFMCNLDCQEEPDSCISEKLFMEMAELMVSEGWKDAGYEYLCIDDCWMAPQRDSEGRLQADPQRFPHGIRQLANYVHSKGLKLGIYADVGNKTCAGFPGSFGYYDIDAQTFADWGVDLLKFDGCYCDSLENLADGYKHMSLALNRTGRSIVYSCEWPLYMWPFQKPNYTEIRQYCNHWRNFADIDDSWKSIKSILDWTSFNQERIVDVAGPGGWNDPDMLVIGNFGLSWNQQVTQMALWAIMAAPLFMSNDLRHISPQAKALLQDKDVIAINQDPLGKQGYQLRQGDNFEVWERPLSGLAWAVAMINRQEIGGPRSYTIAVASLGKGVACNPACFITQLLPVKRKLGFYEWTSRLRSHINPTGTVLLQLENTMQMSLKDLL
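qHTS titration in buffer at pH 5.0. Alpha-galactosidase activity in spleen homogenate was measured via 4-methylumbelliferone release from 1 mM fluorogenic substrate after 40 min at 37C and a pH 10 stop. AC50 came from Hill fits of control-normalized data.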
TR SRC2 fluor cs: alters Texas Red total fluorescence, flagging assay interference | TRb/SRC2 Texas Red total fluorescence interference | Potency, µM (top dose mostly 106 µM), for inactives: at the highest dose fluorescence change, negative = quenching | 0.29% of 280,000 active | AID 1479; active = well fitted curve in either direction with a large enough effect; inconclusive = small, poorly fitted or top-dose-only effect; note: potency is the fitted concentration of half-maximal effect; % is set by controls: 0 for no effect and ±100 for the full control effect
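Human TRb ligand-binding domain at 0.6 uM with 20 nM Texas Red SRC2 peptide in Tris buffer containing 1 uM T3 and 5% DMSO, incubated with compound 5 h at ambient temperature. Total fluorescence (555/632 nm) calculated as parallel + 2 × perpendicular.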
* hit, by the source's call; ? = inconclusive; . = not tested or not shown; & = joins results of further samples; [ ] = dose if it differs, or a comment. Unless noted, calls come from the whole dose curve; as a rule, active = well fitted curve in the direction sought with a large enough effect; inconclusive = small, poorly fitted or top-dose-only effect, or another doubt; inactive = no such curve, though single readings can be large; an effect the other way counts as inactive or inconclusive. An excerpt (hit frequency here may not be typical).

molecule,Tau FP inhib,CBFb-RUNX1 inh,TRb-SRC2 inh,NPSR antag,Tau fluor cs,TR SRC2 fluor cs,aGal spleen mod,Epigenetic reg
CCOc1ccc(C(C)=O)cc1N1C(=O)C2C3C=CC(C3=C(C)C)C2C1=O (stereo not given),-2%,1%,5%,-6%[46.1 µM],-1%,2%,-4%,-1.4%
CCOC(=O)c1ccccc1OCc1cc(/C=N/n2cnnc2)ccc1OC,-1%,-5%,6%,-12%[46.1 µM],-3%,-5%,11%,5.0%
CCN1C(=O)N[C@@H](c2ccc(Br)cc2)C(C(C)=O)=C1C,-7%[11.6 µM],-4%[13.1 µM],3%[11.2 µM],.,0%[11.6 µM],-1%[11.2 µM],3%[17.5 µM],.
CC(=O)[C@@]1(O)C(C)CC2C3C=C(C)C4=Cc5c(cnn5-c5ccccc5)C[C@]4(C)C3C(O)C[C@@]21C (stereo not given in full),3%,14%,5%,?,-12%,-2%,9%,-0.3%
O=C(Nc1ccccc1C(=O)N1CCCC1)c1cccc(S(=O)(=O)N2CCCCC2)c1,-6%,5%,-6%,-12%[46.1 µM],-5%,-2%,25%,0.0%
CN(C)CCNc1oc(-c2ccccc2F)nc1C#N,-8%,4%,4%,2%[46.1 µM],-8%,-1%,3%,-0.8%
Cc1c(C(=O)NCC2CCCO2)sc2nc(-c3ccccc3)cn12 (stereo not given),-10%,-8%,2%,13%[46.1 µM],-4%,2%,2%,0.7%
CCCCn1c(N)c(NCCC)c(=O)[nH]c1=O,-3%,-2%,11%,14%,2%,0%,26%,-2.0%
CCOc1cc(C2NC(=O)N(C)C(C)=C2[N+](=O)[O-])ccc1OC(C)=O (stereo not given),0%,7%,5%,13%,7%,-3%,-1%,-2.2%
CC(C)(C)c1[nH]ncc1[N+](=O)[O-],5%,-18%,7%,36%,2%,5%,-4%,-1.1%
Cc1ccc(C)c(OCc2nc3ccc(S(=O)(=O)Nc4c(C)n(C)n(-c5ccccc5)c4=O)cc3[nH]2)c1,-5%,-9%,-6%,-20%,-17%,2%,-8%,-1.4%
Cn1c(=O)c(C(=O)CN2CCN(Cc3ccc4c(c3)OCO4)CC2)c(N)n(Cc2ccccc2)c1=O,0%,3%,2%,-4%,-3%,-1%,0%,-1.3%
Cc1ccccc1CN1CCCNC1=O,?,8%,-8%,-1%,-11%,1%,2%,-1.1%
CCN(CC)S(=O)(=O)c1cccc(NC(=O)CCNC(=O)c2ccc([N+](=O)[O-])cc2)c1,-5%,-5%,-2%,0%,-26%,1%,4%,1.4%
Cc1ccc(-c2nc3c(C)cccn3c2Nc2ccccc2C)s1,2%,.,-5%,.,?,1%,.,-2.4%
O=C(CCCCl)NC(=S)Nc1cc(C(F)(F)F)ccc1N1CCOCC1,-10%,0%,-2%,?,-21%,-2%,-4%,0.0%
CCC1(C)N(O)C(C)(C)C(c2ccc(F)cc2)=[N+]1[O-] (stereo not given),-7%,0%,-8%,12%[46.1 µM],-1%,-3%,-7%,0.1%
COc1ccc(-c2nc(CSCC(=O)N3CCN(c4ccccc4)CC3)c(C)o2)cc1,5%,.,-5%,.,-15%,-25%,.,3.3%
CCOC(=O)C1(Cc2ccc(OC)cc2)CCN(C(=O)c2cccc3nccnc23)CC1,-4%,15%,-1%,?,12%,1%,3%,3.5%
NC(=O)C1CCN(c2ccc(C(F)(F)F)cn2)CC1,-2%,2%,7%,29%,-3%,1%,8%,-4.4%
Cc1sc2ncn(CC(=O)N3CCN(c4cccc(Cl)c4)CC3)c(=O)c2c1S(=O)(=O)N1CCN(c2ncccn2)CC1,2%,.,-1%,.,-24%,6%,.,-0.9%
CCOC(=O)c1[nH]cnc1C(=O)Nc1ccc(F)cc1,-7%&-12%,4%,2%&4%,8%,-10%&-13%,-2%&-10%,-5%,-1.1%&0.0%
COc1ccc(CN2CCN(S(=O)(=O)c3ccc(NC(C)=O)cc3)CC2)cc1OC,4%,3%,16%,-9%[46.1 µM],-4%,1%,-1%,3.5%
CC(=O)c1ccc(OCC(O)COc2ccc(C(C)=O)cc2)cc1,-4%,3%,-6%,?,-8%,0%,2%,-2.7%
O=C(NNC1CC(=O)N(c2ccccc2)C1=O)c1cccnc1 (stereo not given),1%,15%,1%,-18%,2%,-3%,-7%,1.1%
Clc1cccc(-c2nc(NCCCN3CCOCC3)c3ccccc3n2)c1,-5%,4%,8%,-41%,-9%,-5%,4%,3.5%
Cc1oc2ncnc(N3CCOCC3)c2c1C(=O)NCc1ccccc1,-9%,.,-3%,.,-14%,0%,.,-1.3%
Cc1nn(-c2ccccc2)c(Cl)c1/C=N/NC(=O)c1ccco1,4%,-3%,-3%,-9%[46.1 µM],9%,-4%,1%,-1.3%
O=C(N/N=C1\CCc2ccccc21)c1ccccc1O,-9%,-3%,0%,-18%[46.1 µM],-13%,1%,4%,-1.1%
O=C(NNS(=O)(=O)c1ccc(Br)cc1)c1ccncc1,2%,-1%,-1%,-3%[46.1 µM],1%,2%,6%,-0.1%
CCN1CCN(c2c(C(=O)c3ccc(OC)cc3)cnc3ccccc23)CC1,-2%,-8%,3%,-24%,-2%,-2%,-2%,3.5%
COc1cc(/C=C2\SC(=Nc3ccc(N4CCOCC4)cc3)N(C)C2=O)ccc1OC(C)C(=O)O (stereo not given),?,4%,1%,-1%,-24%,-17%,-2%,1.9%
CC(=O)N1CSCC1C(=O)NNS(=O)(=O)c1ccccc1 (stereo not given),-3%,5%,0%,-8%[7.67 µM],0%,-1%,0%,-0.3%
COc1ccc(S(=O)(=O)N(CC(N)=O)C2CCCCC2)cc1Cl,0%,-1%,0%,-2%[46.1 µM],0%,-1%,-2%,-0.7%
CCCC(c1nnnn1Cc1ccc(F)cc1)N1CCN(C2CCCCC2)CC1 (stereo not given),3%,11%,-6%,?,3%,-9%,0%,0.0%
CCCCNC(=O)Nc1ccc(Br)cn1,3%,8%,8%,-7%[46.1 µM],-13%,0%,6%,0.0%
O=c1c(Cc2c(F)cccc2Cl)c(O)ccn1CC1CCCO1 (stereo not given),5%,6%,-3%,11%,3%,-3%,0%,0.1%
Cc1cccc(NC(=O)CSc2nncn2C)c1,?,.,-3%,.,-29%,-18%,.,1.1%
N#CC(C#N)=C1C=CC=CN1/C(=C\c1ccccc1)C(=O)c1cccs1,11%,2%,1%,?,?,-4%,1%,?
CCN(CC(=O)Nc1ccc(NC(C)=O)cc1)CC(=O)Nc1ccc(F)c(Cl)c1,0%,-1%,6%,1%,-15%,-2%,-12%,-5.4%
Cn1cccc1C(=O)OCC(=O)Nc1cc(C(C)(C)C)nn1-c1ccccc1,7%,-3%,-20%,0%[46.1 µM],-3%,-1%,-10%,-0.5%
CC(C)(C)C(=O)NC1(C(F)(F)F)NC(=O)N(c2ccccc2F)C1=O (stereo not given),3%,5%,-2%,-26%,6%,-2%,3%,-0.1%
CCOC(=O)NC1(C(F)(F)F)NC(=O)N(c2ccc(F)cc2)C1=O (stereo not given),5%,4%,4%,8%[46.1 µM],12%,5%,0%,0.0%
CCC(=O)Nc1ccccc1-c1nc2ccccc2n(CC(=O)c2ccc(C)cc2)c1=O,-9%,.,6%,.,-2%,0%,.,-3.3%
Cc1nc(C(=O)NC2CC2)sc1C1(C)CC(c2cccc([N+](=O)[O-])c2)=NO1 (stereo not given),-3%,9%,-3%,-17%,-1%,-1%,0%,-1.0%
COc1ccc(CNC(=O)CCc2nc(-c3ccc(OC)cc3)no2)cc1,-2%,.,-3%,.,-3%,-2%,.,1.1%
CCCCOC(=O)Nc1nnc(C(C)C)s1,-12%,8%,0%,35%,1%,0%,4%,6.7%
Cc1ccc(C(=O)NCc2n[nH]c(=S)n2-c2ccccc2)cc1[N+](=O)[O-],6%,-3%,-6%,3%,-6%,0%,5%,2.5%
COc1ccc(OC)c(CNC(=O)c2ccc(NC(=O)c3nsc4ccccc34)cc2)c1,?,.,0%,.,-30%,0%,.,3.2%
COc1cc(/C=C/c2nc3cc(Cl)ccc3c(=O)n2-c2cccc(C(F)(F)F)c2)cc(OC)c1OC,1%,.,5%,.,-10%,-1%,.,4.3%

Continuation.
molecule,Tau FP inhib,CBFb-RUNX1 inh,TRb-SRC2 inh,NPSR antag,Tau fluor cs,TR SRC2 fluor cs,aGal spleen mod,Epigenetic reg
COc1ccc(-c2noc(-c3ccc(N4CCN(C)CC4)c([N+](=O)[O-])c3)n2)cc1OC,-3%,.,-3%,.,0%,-3%,.,-3.0%
Cc1ccc(-n2nnc(-c3nc(-c4cccs4)no3)c2N)cc1C,1%,.,-1%,.,9%,-1%,.,4.0%
OCCNc1cnc2ccccc2n1,-6%,3%,9%,13%,2%,4%,27%,1.1%
CN1C(=O)CSc2ccc(NC(=O)N3CCC(N4CCCCC4)CC3)cc21,-5%,4%,4%,-1%[46.1 µM],-17%,2%,-6%,-0.3%
O=S(=O)(NCC(c1ccco1)N1CCN(c2ccccc2)CC1)c1ccccc1 (stereo not given),9%,.,-1%,.,-25%,-6%,.,-2.8%
COc1ccc(/C=N/NC(=O)COc2ccccc2-c2ccccc2)cc1,?,5%,-4%,?,?,-1%,3%,5.0%
O=C(c1cnc2n(c1=O)CCS2)N1CCN(c2ccc(Cl)c(Cl)c2)CC1,0%,-1%,6%,-4%[46.1 µM],-2%,-3%,6%,0.0%

Compound profiles (already shown).
O=C(c1cnc2n(c1=O)CCS2)N1CCN(c2ccc(Cl)c(Cl)c2)CC1 is listed with Tau FP inhib = 0%; CBFb-RUNX1 inh = -1%; TRb-SRC2 inh = 6%; NPSR antag = -4%[46.1 µM]; Tau fluor cs = -2%; TR SRC2 fluor cs = -3%; aGal spleen mod = 6%; Epigenetic reg = 0.0%
OCCNc1cnc2ccccc2n1 is listed with Tau FP inhib = -6%; CBFb-RUNX1 inh = 3%; TRb-SRC2 inh = 9%; NPSR antag = 13%; Tau fluor cs = 2%; TR SRC2 fluor cs = 4%; aGal spleen mod = 27%; Epigenetic reg = 1.1%

Bioassay records as filed in PubChem BioAssay.
